Assay outcomes as filed in PubChem.
AmpC no deterg = inhibitors of E. coli AmpC beta-lactamase without detergent; Potency, µM (doses to about 57.1 µM), for the others: at the top dose activity change, negative = inhibition, hits mostly inhibitors; P00811; 330,000 compounds, 0.52% hits; AmpC nitrocefin hydrolysis, absorbance 480 nm, 0.0001% Triton;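 also: potency is read from the fitted curve at half-maximal effect; plate controls were no compound for no effect and no enzyme for full effect; nearly all actives have a fitted effect of over 20% in size; some results filed as inactive show a strong effect at the top dose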
Target sequence (P00811 whole entry, looked up): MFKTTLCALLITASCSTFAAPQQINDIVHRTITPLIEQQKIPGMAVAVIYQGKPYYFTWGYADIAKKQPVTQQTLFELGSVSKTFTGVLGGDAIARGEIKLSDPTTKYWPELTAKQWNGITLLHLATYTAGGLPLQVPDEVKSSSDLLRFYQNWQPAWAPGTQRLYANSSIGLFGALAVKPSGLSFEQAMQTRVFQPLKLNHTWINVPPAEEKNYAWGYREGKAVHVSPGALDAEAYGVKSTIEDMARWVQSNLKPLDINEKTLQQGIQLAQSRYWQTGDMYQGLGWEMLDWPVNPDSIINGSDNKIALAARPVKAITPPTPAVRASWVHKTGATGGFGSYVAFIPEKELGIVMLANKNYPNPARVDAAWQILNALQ
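20 mM phosphate pH 7.0 + 0.01% (detergent screen) or 0.0001% Triton X-100; 5.3 nM AmpC reagent; cpd preinc 15 min RT; nitrocefin (800 uM stock) to start; A480 q20 s × 4 min; Activity was normalised to no-enzyme and no-compound control wells.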
AmpC inh detg = inhibitors of E. coli AmpC beta-lactamase with detergent; Potency, µM (highest dose often 114 µM), inactives show at the top dose activity change, negative = inhibition, usual class: inhibitors; 370,000 compounds, 0.041% hits; AmpC hydrolysis of nitrocefin, absorbance 480 nm, 0.01% Triton; AID 485294; P00811;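 also: potency is read from the fitted curve at half-maximal effect; 0% = no-compound wells and -100% = no-enzyme wells; nearly all actives have a fitted effect of over 25% in size; some results filed as inactive show a strong effect at the top dose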
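AmpC (5.3 nM in the dispensed reagent) in 20 mM phosphate pH 7.0 with 0.01% (detergent screen) or 0.0001% Triton X-100 was preincubated with compounds for 15 min at room temperature. Nitrocefin was then added from an 800 uM solution, and hydrolysis was followed at 480 nm.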
Giardia FBPA inh = blocks Giardia fructose-bisphosphate aldolase activity; A8B2U2; Potency, µM (highest dose often 59.6 µM), without a hit: top-dose activity, negative = inhibition, most hits filed as inhibitors; purified Giardia FBPA; 290,000 compounds, 0.71% hits; AID 2451; also: potency is read from the fitted curve at half-maximal effect; nearly all actives have a fitted effect of over 55% in size
Target sequence (A8B2U2 whole entry, looked up): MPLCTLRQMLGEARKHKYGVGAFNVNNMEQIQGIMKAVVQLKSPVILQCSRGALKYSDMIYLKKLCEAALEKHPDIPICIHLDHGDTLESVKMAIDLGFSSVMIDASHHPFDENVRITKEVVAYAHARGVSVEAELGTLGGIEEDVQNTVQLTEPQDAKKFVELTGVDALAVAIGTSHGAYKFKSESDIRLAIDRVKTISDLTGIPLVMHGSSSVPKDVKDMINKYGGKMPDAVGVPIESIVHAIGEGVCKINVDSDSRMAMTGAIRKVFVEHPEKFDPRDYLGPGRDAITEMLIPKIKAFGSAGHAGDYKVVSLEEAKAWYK
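40 nM FBPA preincubated 10 min at RT with compound (up to 57.5 uM final), then substrate plus GAPDH/TPI/NAD/arsenate coupling and diaphorase/resazurin added. Fluorescence read after 20 min at RT, 525/598 nm.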
Sm TGR inh = S. mansoni TGR enzyme inhibition; Potency, µM (titrated, usually from 114 µM), inactives show top-dose activity change, negative = inhibition, actives largely listed as inhibitors; AID 485364; 360,000 compounds, 3% hits; purified TGR, DTNB reduction, TNB absorbance 405 nm; also: potency is read from the fitted curve at half-maximal effect; nearly all actives have a fitted effect of over 60% in size
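Kinetic colorimetric format: TGR-catalysed, NADPH-driven DTNB reduction monitored via TNB absorbance. Enzyme dispensed at 20 nM; compound exposure 15 min at room temperature before reaction start.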
AMA1 RON2 block = inhibitors of Plasmodium falciparum AMA1-RON2 interaction; AlphaScreen AMA1-biotinylated RON2 peptide binding; Potency, µM (titrated, usually from 58.2 µM), for the others: at the highest dose activity change, negative = inhibition, hits mostly inhibitors; 360,000 compounds, 0.2% hits;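 also: potency is read from the fitted curve at half-maximal effect; 0% = vehicle wells and -100% = peptide control; nearly all actives have a fitted effect of over 45% in size; some results filed as inactive show a strong effect at the top dose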
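AMA1 (3D7) with his tag at 25 nM final met compounds first, then biotinylated RON2 peptide at 25 nM; detection used donor plus acceptor beads, 10 µg/mL apiece, read by AlphaScreen after 30 min at room temperature.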
HCMV antiviral = inhibitors of human cytomegalovirus; HFF cells, HCMV-luciferase reporter, 72 h; stronger effect = lower value; activity change, negative = inhibition, % at 57.5 µM; 410,000 compounds, 4.5% hits; AID 1259415; in the data active = activity change below about -60%; inconclusive = no clear call, values can overlap the other calls; inactive = above about -39%
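After 16 h attachment at 37C, HFF cells received test compound and HCMV-luciferase (1 PFU/cell); reporter luminescence read 72 h later, data normalized against buffer-only and known inhibitor Salinomycin.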
* marks the source's active call; other numbers are inactive results; ? = inconclusive; nt = no result given; & = joins results of further samples; [ ] = another dose, or the depositor's remark. Unless noted, calls follow the shape of the dose curve; as a rule, active = well fitted curve in the direction sought with a large enough effect; inconclusive = small, poorly fitted or top-dose-only effect, or another doubt; inactive = no such curve, though single readings can be large; an effect the other way counts as inactive or inconclusive. Unless noted, % is scaled to controls: 0 for no effect and ±100 for the full control effect.

The line under a structure holds: AmpC no deterg, AmpC inh detg, Giardia FBPA inh, Sm TGR inh, AMA1 RON2 block, HCMV antiviral
> COc1ccc(CCC(=O)NCCc2nc3ccccc3[nH]2)cc1
  -14%, 0%, -1%, 60%[activator], 8%, -32
> O=C(CC(Nc1ccccc1Cl)C(=O)O)c1ccccc1 (centres undefined)
  -21%, 7%, -3%, nt, 21%, ?
> Cc1[nH]nc2nc(SCC(=O)NC3CCCCC3)n(-c3ccc(Br)cc3)c(=N)c12
  2%, -11%, 15%, -11%, -17%, -89*
> COc1cccc(NS(=O)(=O)c2ccc3[nH]cc(C(=O)NC4CC4)c(=O)c3c2)c1
  -25%, -12%, 15%, -4%, -17%, 29
> COc1ccc2c(c1)/C(=N/N1C(=O)c3ccccc3C1=O)C(=O)N2
  -19%, -7%, 0%, 2%, nt, nt
> COc1cc(C2=NOC(C(=O)N3CCN(c4ccc(F)cc4)CC3)C2)cc(OC)c1OC (centres undefined)
  132%[activator], 1%, 2%, 8%, 2%, 50
> Cc1ccc(C2c3c(-c4ccccc4O)n[nH]c3C(=O)N2CCCO)cc1 (centres undefined)
  nt, -5%, nt, -1%, nt, 23
> Cc1ccc(C(=O)Nc2cc(-c3cn4cccnc4n3)ccc2C)cc1C
  nt, 13%, nt, -4%, nt, 20
> Cc1ccc(CSC2=NCCN2C(=O)c2ccc([N+](=O)[O-])cc2)cc1
  -30%, ?, -6%, 2%, -18%, 25
> O=C1CS/C(=N\C(=O)N2c3ccccc3Sc3ccccc32)N1
  ?, 2%, 8%, -13%, -12%, 21
> CCN(C(=O)COc1cccnc1[N+](=O)[O-])C1CCS(=O)(=O)C1 (centres undefined)
  -1%, 0%, 0%, 0%, -11%[11.6 µM], 12
> O=C(NN1CCOCC1)c1cc(S(=O)(=O)Nc2cccc(C(F)(F)F)c2)ccc1Cl
  -7%, -2%, 1%, 6%, -12%, 15
> Nc1nncn1C(=O)c1cc(Br)ccc1Cl
  -45%, -11%, -16%, -9%, 0%, 48
> Cc1cc(NC(=O)CN(C)CC(=O)Nc2ccc(F)c(F)c2F)no1
  -9%, -10%, nt, 1%, 109%[activator][11.6 µM], 0
> Cc1ccc2[nH]c3c(=O)n(CC(=O)N4CCN(C)CC4)ncc3c2c1
  0%, -6%, 5%, -4%, -7%, 4

Next section; it opens with the three that closed the last part.
The line under a structure holds: AmpC no deterg, AmpC inh detg, Giardia FBPA inh, Sm TGR inh, AMA1 RON2 block, HCMV antiviral
> Nc1nncn1C(=O)c1cc(Br)ccc1Cl
  -45%, -11%, -16%, -9%, 0%, 48
> Cc1cc(NC(=O)CN(C)CC(=O)Nc2ccc(F)c(F)c2F)no1
  -9%, -10%, nt, 1%, 109%[activator][11.6 µM], 0
> Cc1ccc2[nH]c3c(=O)n(CC(=O)N4CCN(C)CC4)ncc3c2c1
  0%, -6%, 5%, -4%, -7%, 4
> COc1ccccc1N1C(=O)C2C(C(=O)c3ccccc3)=NN(c3ccccc3)C2C1=O (centres undefined)
  1%, 2%, -1%, -26%, 56%[activator], 30
> CCCn1c(=O)c2ccccc2n2c(SCC(N)=O)nnc12
  -8%, ?, 13%, 8%, -11%, 21
> CC(C)Oc1cccc(C(=O)C2CCCN(C(=O)c3ccccn3)C2)c1 (centres undefined)
  59%, -8%, 12%, -11%, 1%, -36
> COc1ccccc1NC(=O)CSc1oc(-c2cccs2)nc1S(=O)(=O)c1ccc(C)cc1
  nt, 1%, nt, -6%, nt, 16
> Cc1cc(F)ccc1N1CCC(N2CCN(CCC(C)C)C(CCO)C2)CC1 (centres undefined)
  57%, 0%, 8%, 2%, -12%, 37
> CO/N=C/NC(=O)c1c(OC)ccnc1Oc1ccc(Cl)cc1
  -1%, -12%, 14%, 0%, 7%, -23
> Cc1ccc(C(=O)N/C(=C\c2cccs2)C(=O)NCc2ccncc2)cc1
  -6%, ?, 8%, -4%, -3%, -14
> Cc1cccc(COCC(Cc2ccccc2)N2CCN(C(=O)c3ccc(C(F)(F)F)cc3)CCC2=O)c1 (centres undefined)
  164%[activator], ?, -1%, -17%, -10%, nt
> COc1ccc(OCCN2C(=O)c3ccccc3C2=O)c([N+](=O)[O-])c1
  4%, 1%, nt, 0%, -1%, -25
> O=C(CCc1ccccn1)N1CCCC(N2CCN(c3ccc(F)cc3)CC2)C1 (centres undefined)
  33%, 2%, 5%, -29%, 2%, 66
> CCC(C)(C)n1nnnc1C(c1ccc(O)cc1)N1CCc2ccccc2C1 (centres undefined)
  -28%, -2%, -22%, ?, 29%, 23
> Cn1c(Cl)c(/C=N/OC(=O)c2ccc(Cl)cc2)c2ccccc21
  -13%, -3%, -1%, -9%, 34%[activator], -30
> N=c1c2c3c(sc2ncn1CCCO)CCCC3
  -10%, 1%, 3%, -10%, 1%, -10
> Cc1cc(C)cc(OCC(=O)NN2C(=O)c3ccccc3C2=O)c1
  -47%, ?, 0%, -3%, 18%, -34
> CCc1cc(C(=O)c2ccc(OC)cc2)c(NC(=O)CN2CCCC2)s1
  27%, -5%, -19%, ?, 2%, 7

Profiles, looked up by structure. Screens in order: AmpC no deterg | AmpC inh detg | Giardia FBPA inh | Sm TGR inh | AMA1 RON2 block | HCMV antiviral
Cc1ccc(C2c3c(-c4ccccc4O)n[nH]c3C(=O)N2CCCO)cc1 (centres undefined) across the screens: nt | -5% | nt | -1% | nt | 23
Cc1cccc(COCC(Cc2ccccc2)N2CCN(C(=O)c3ccc(C(F)(F)F)cc3)CCC2=O)c1 (centres undefined) across the screens: 164%[activator] | ? | -1% | -17% | -10% | nt
COc1cccc(NS(=O)(=O)c2ccc3[nH]cc(C(=O)NC4CC4)c(=O)c3c2)c1 across the screens: -25% | -12% | 15% | -4% | -17% | 29
Cc1ccc(CSC2=NCCN2C(=O)c2ccc([N+](=O)[O-])cc2)cc1 across the screens: -30% | ? | -6% | 2% | -18% | 25

Further entries
SMILES,AmpC no deterg,AmpC inh detg,Giardia FBPA inh,Sm TGR inh,AMA1 RON2 block,HCMV antiviral
N#CC1=C(N)OC2=C(C(=O)CC(c3ccccc3)C2)C1c1cccnc1 (centres undefined),-41%,-14%,26%,-8%,20%,-3
COc1ccc(CNC(=O)c2c(O)c3cc(OC)c(OC)cc3[nH]c2=O)cc1OC,0%,-9%,9%,0%,2%,-9
CCCn1nnc(NC(=S)NC(=O)c2ccc(-c3ccc(Br)cc3)o2)n1,-41%,-11%,?,27%,88%[activator],-8
CCCOc1ccc(Cn2c(O)cc(=O)[nH]c2=O)cc1,-36%,-7%,18%,-14%,8%,-18
CCC(C)NC(=O)C1CCN(C(=O)c2ccc(-n3ccc4ccccc43)s2)CC1 (centres undefined),nt,-3%,nt,4%,nt,-13
N#CCSc1nccc(-c2cc(Cl)sc2Cl)n1,-27%,?,2%,10%,10%,-34
CCC(C)NC(=O)Cn1ccc2cc(S(=O)(=O)N3CCCCCC3)ccc21 (centres undefined),0%,4%&-7%,9%,-14%&-10%,7%,-5&-3
CCOC(=O)C1(CCc2ccccc2)CCN(C(=O)c2ccoc2)CC1,75%[activator],9%,-1%,-5%,-5%,-3
Cc1ccccc1NC(=O)CSc1nnnn1C,-16%,-11%,13%,7%,8%,-11
COc1ccc2ccc(O)c(CN3CCN(S(=O)(=O)c4cc([N+](=O)[O-])ccc4C)CC3)c2c1,-29%,-17%,nt,1.6µM*,-13%,-5
O=C(O)CC(CC(=O)Nc1ccc(C(=O)O)cc1)c1ccccc1 (centres undefined),-1%,3%,4%,15%,-5%,0
COc1ccc(Cl)cc1NC(=O)C(C)n1nnc2sc3c(c2c1=O)CCCC3 (centres undefined),nt,23%,nt,-4%,nt,-15
COc1cccc(C(=O)OCCN2CCOCC2)c1,-12%,7%,-13%,-7%,3%,19
COc1ccc(NC(=O)C2CCCNC2=O)cc1 (centres undefined),-8%,-9%,3%,-3%,3%,-24
CC1Sc2ccc(S(=O)(=O)CCC(=O)N(C)Cc3ccco3)cc2NC1=O (centres undefined),-5%,3%,nt,?,-1%,1
O=C(NCCCN1CCCC1=O)C(=O)NCC1OCCN1S(=O)(=O)c1ccc(Br)cc1 (centres undefined),-51%,3%,nt,2%,5%,-19
CCOc1ccc2c(c1)NC(c1ccc(OCC)c(OCC)c1)=NC(c1ccc(F)cc1)=N2,nt,19%,nt,3%,nt,29
CCC(=O)Nc1ccc2nc(SCC(=O)N3CCOCC3)sc2c1,-15%,0%,-4%,-4%,-2%,-7
CCN1CCN(CCC(=O)Nc2ccccc2)CC1,-1%,-10%,-10%,2%,4%,54
CCOC(=O)CN1CC23C=CC(O2)C(C(=O)NCCc2ccccc2)C3C1=O (centres undefined),-10%,?,-1%,-4%,16%,15
COc1ccc(CCNC(=O)CSc2cc(=O)n(C)c3ccccc23)cc1OC,nt,2%,nt,-4%,nt,6
Cc1onc(-c2ccccc2Cl)c1C(=O)N1CCN(C=O)CC1,8%,0%,nt,4%,7%,-14
O=C(NN1C(=O)/C(=C/c2ccc(O)cc2)SC1=S)c1ccccc1O,-56%,0%,-19%,-19%,11%,-29
CC(=O)N1c2ccc(S(=O)(=O)N3CCC(C(=O)NCc4ccccc4)CC3)cc2CC1C (centres undefined),33%,-6%,-3%,-16%,-10%,0
O=C(CNC(=O)c1ccc2c(c1)OCCO2)N/N=C/c1ccc(Cl)cc1,-23%,2%,7%,1%,-6%,-12
O=C(c1ccccc1)C1CCN(C(=O)c2cccs2)CC1,-15%,-7%,6%,7%,-1%,23
CC[C@]12c3[nH]c4cc(CCC(=O)N(C)C)ccc4c3CCN1C(=O)[C@@H](CC(=O)NCc1ccco1)C[C@@H]2C(=O)N1CCN(C(=O)c2ccco2)CC1,176%[activator],nt,nt,nt,0%,39
COCCn1c(SCC(=O)NCc2ccccc2)nnc1-c1ccco1,-16%,0%,4%,-19%,-2%,-19
CSc1nnc([C@@H](N)Cc2c[nH]c3ccccc23)o1,-19%,?,-11%,9%,-13%,6
O=C(Nc1ccccc1N1CCCCC1)c1ncoc1-c1cccc(F)c1,-21%,-12%,0%,0%,-4%,11
COc1cc(C(=O)Nc2nnc(C3=COCCO3)o2)cc(OC)c1OC,-7%,-11%,nt,-11%,82%[activator],-12
CN(C(=O)c1ccc2c(c1)OCO2)C1(C(=O)NC2CCCC2)CCCCC1,-20%,?,3%,-11%,0%,0
